MsrA inhibitor: bovine MsrA inhibition; purified bovine MsrA, absorbance read-out; inhibition, % at 15.5 µM; 0.75% of 360,000 active; in the data active means inhibition above about 4.5%;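 further: 0% = vehicle wells with enzyme and 100% = reference inhibitor wells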
MsrA act: activates bovine MsrA enzyme. purified bovine MsrA, absorbance read-out. activation, % at 10.6 µM. 0.3% of 360,000 active; in the data active means activation above about 7.5%;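 further: 0% = vehicle and 100% = reference activator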
MT1-MMP act inh: MT1-MMP (human) activation inhibition; P50281; HT1080 RFP-PRO-GFP cells, GFP/RFP ratio fluorescence, overnight; percent of plate control window, DMSO zero; GFP/RFP ratio change, % at 20 µM; 0.061% of 360,000 active; AID 651647;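 active means GFP/RFP ratio change of at least 30% with cell ATP level not reduced by more than half and red fluorescence within 50% of control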; further: strong numbers were not always called active
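Assay system – RFP-PRO-GFP reporter HT1080 cells · Compound dosing – single dose of 20 µM compound, 1% DMSO final · Incubation – overnight compound exposure at 37 °C · Measure – GFP/RFP fluorescence ratio · Benchmarks – DMSO wells and RFP-L50D-GFP cells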
Tb MetRS inh: blocks T. brucei methionyl-tRNA synthetase activity; 0.4% of 360,000 active; inhibition, % at 11.9 µM; AID 624268; purified T. brucei MetRS, ATP depletion, Kinase-Glo luminescence;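 active means inhibition above a per-plate cutoff of the control wells' mean inhibition plus 3 SD, cut at about 5.5% in these data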;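 further: 0% = DMSO wells median and 100% = median of wells with control inhibitor compound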
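Material – parasite MetRS enzyme · Medium – HEPES-MgCl2-KCl buffer plus DTT, spermine, BSA, pyrophosphatase · Reagent – ATP, methionine and E. coli bulk tRNA substrates · Times – 15 min enzyme-compound preincubation, 2 h reaction, 10 min detection, 25 °C · Measured by – luminescence of leftover ATP · Evaluation – percent inhibition relative to median high and low control wells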
NRP1-CendR mod: NRP-1/CendR interaction modulation | FAM-RPARPAR peptide binding to NRP-1, fluorescence polarization | O14786 | 0.85% of 360,000 active | AID 602438 | inhibition, % at 25 µM;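 active means inhibition or corrected inhibition above about 18%, plus a signal ratio from 0.5 to 1.5, limit read from the data, passing the limit was not always enough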; further: strong numbers were not always called active
SKN-1 inh: blocks SKN-1 activity in C. elegans; C. elegans VP596 Pgst-4::GFP/RFP ratio, acrylamide-induced, 24 h; AID 624304; 0.49% of 360,000 active; inhibition, % at 21.8 µM;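 active means interference check ratio from 0.5 to 1.5 plus GFP to RFP signal ratio inhibition reaching or exceeding a fixed threshold, cut at about 30% in these data, passing the limit was not always enough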; further: some compounds called inactive have numbers as strong as hits
FAS-TE inh: blocks the thioesterase domain of human fatty acid synthase; P49327; recombinant FAS-TE, OMFH fluorogenic substrate, fluorescence endpoint; inhibition, % at 15 µM; 0.67% of 360,000 active; AID 602261;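 active means compounds whose normalised, plate-corrected inhibition of enzyme fluorescence in the single-dose primary screen is 50% or more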;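 further: 0% = DMSO with enzyme and 100% = substrate without enzyme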
Target sequence (P49327 whole entry, looked up, the tested form may be a part): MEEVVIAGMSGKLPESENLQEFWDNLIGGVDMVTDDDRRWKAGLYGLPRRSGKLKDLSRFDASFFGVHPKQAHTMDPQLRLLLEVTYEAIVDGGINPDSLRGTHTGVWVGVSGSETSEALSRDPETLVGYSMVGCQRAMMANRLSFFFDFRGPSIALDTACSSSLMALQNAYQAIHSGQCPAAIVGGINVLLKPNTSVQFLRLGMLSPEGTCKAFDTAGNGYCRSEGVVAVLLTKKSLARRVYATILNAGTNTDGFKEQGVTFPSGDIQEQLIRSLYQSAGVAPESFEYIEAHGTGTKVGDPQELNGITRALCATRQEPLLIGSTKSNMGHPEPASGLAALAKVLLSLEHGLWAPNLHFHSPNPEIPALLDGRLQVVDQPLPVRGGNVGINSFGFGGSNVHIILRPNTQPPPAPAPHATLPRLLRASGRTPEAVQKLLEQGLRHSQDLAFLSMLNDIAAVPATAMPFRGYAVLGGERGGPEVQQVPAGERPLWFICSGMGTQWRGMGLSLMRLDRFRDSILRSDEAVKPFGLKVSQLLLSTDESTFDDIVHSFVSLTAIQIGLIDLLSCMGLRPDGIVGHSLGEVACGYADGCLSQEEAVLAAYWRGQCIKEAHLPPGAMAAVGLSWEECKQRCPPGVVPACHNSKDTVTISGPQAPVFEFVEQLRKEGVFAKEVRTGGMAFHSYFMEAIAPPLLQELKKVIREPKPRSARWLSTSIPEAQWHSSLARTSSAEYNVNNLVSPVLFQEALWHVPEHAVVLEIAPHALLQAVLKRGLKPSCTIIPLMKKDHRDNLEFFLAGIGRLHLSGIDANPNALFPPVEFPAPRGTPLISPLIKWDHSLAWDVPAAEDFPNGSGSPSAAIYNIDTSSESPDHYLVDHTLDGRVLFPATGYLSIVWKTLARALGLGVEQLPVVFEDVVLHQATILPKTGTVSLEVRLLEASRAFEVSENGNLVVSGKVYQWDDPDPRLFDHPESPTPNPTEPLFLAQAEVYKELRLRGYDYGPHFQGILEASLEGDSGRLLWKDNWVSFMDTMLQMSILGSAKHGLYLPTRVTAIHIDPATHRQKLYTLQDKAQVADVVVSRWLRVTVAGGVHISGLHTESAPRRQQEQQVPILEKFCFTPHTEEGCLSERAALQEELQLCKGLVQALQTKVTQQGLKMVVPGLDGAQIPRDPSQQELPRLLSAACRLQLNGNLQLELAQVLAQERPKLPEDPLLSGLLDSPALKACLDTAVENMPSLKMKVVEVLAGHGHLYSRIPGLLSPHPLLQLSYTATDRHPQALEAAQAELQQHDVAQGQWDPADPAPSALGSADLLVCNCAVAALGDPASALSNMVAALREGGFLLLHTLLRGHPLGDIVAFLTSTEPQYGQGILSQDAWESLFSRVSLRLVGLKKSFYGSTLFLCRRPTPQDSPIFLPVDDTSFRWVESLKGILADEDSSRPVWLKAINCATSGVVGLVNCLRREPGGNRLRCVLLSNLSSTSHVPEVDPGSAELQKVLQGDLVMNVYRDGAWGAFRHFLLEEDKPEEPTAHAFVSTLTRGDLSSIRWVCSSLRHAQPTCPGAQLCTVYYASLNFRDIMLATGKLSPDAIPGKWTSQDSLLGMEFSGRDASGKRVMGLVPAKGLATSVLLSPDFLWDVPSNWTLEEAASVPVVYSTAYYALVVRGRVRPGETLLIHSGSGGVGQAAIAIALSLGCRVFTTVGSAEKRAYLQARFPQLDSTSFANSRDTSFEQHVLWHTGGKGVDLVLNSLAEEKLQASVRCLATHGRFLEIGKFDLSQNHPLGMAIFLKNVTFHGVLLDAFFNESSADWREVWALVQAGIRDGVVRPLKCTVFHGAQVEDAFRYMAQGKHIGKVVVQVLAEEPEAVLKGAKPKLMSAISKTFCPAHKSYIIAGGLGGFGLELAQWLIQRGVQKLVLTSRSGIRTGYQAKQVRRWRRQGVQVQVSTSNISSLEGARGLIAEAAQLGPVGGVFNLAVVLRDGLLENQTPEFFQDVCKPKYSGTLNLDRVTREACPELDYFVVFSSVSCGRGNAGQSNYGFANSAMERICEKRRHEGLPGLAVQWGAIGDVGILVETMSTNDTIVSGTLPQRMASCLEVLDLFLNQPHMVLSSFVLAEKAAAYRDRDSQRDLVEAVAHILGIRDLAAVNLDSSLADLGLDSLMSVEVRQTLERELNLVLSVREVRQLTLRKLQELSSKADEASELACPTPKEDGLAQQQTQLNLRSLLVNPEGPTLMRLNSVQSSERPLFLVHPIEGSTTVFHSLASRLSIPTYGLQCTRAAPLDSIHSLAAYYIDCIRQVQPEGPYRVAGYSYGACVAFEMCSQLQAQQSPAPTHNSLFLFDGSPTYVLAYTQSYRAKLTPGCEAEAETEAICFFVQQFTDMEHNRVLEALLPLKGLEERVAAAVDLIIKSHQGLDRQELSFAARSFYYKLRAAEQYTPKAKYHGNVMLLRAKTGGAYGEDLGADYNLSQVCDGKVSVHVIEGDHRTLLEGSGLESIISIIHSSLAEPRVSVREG
E coli Lon inh: inhibits E. coli Lon protease. purified E. coli Lon protease, fluorescence polarization. P0A9M0. AID 602123. 0.42% of 360,000 active. inhibition, % at 7.94 µM; in the data active means inhibition above about 13%, passing the limit was not always enough;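 further: 0% = enzyme with probe and DMSO and 100% = no enzyme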
MLLE-PAM2 inh: blocks PAM2 peptide binding to the PABP1 MLLE domain. P11940. GST-MLLE / FITC-PAM2 fluorescence polarization. inhibition, % at 20 µM. 0.36% of 360,000 active; in the data active means inhibition above about 35%, passing the limit was not always enough;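 further: plate controls were DMSO wells with GST-MLLE for no effect and wells lacking GST-MLLE protein for full effect; some results filed as inactive read as strong as hits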
Active calls of the source: *; . = no result given.

Sequence of screens: MsrA inhibitor, MsrA act, MT1-MMP act inh, Tb MetRS inh, NRP1-CendR mod, SKN-1 inh, FAS-TE inh, E coli Lon inh, MLLE-PAM2 inh
- CC[C@]12c3[nH]c4cc(-c5ccco5)ccc4c3CCN1C(=O)[C@@H](CC(=O)NCCCn1ccnc1)C[C@@H]2C(=O)N1CCN(C(=O)c2ccco2)CC1
→ 0.3, -3, 1, -1.3, -14, -3, -4, -11, -2
- O=C(NNC(=O)c1ccc2ccccc2c1)Nc1ccc(F)cc1
→ 0.3, -1, 1, 0.2, 4, 15, -4, -9, 6
- O=C(c1ccc2c(=O)n3c(nc2c1)CCCCC3)N1CCN(c2ccc(F)cc2)CC1
→ -0.2, -7, -2, 0.1, 1, -17, 17, 2, -6
- O=C(NN=C1C2CC3CC1CC(Cl)(C3)C2)c1cccs1
→ -0.5, -4, 0, -0.4, 2, -5, 1, -1, -3
- CCCCN(C)Cc1cc(=O)oc2ccc3ccccc3c12
→ -0.6, 0, 0, 0.8, 6, -2, 16, -2, -8
- O=C(/C=C/c1c[nH]c2ccccc12)c1ccccc1
→ 0.1, -2, 5, 1.1, -54, 16, -3, -36, 8
- Cc1ccccc1NC(=O)c1cnn(-c2ccccc2)c1NC(=O)c1ccco1
→ -0.2, -14, -6, -1.4, -2, -7, -3, -10, -7
- COc1ccccc1N1CCN(CCCCNC(=O)c2ccc3ccccc3c2)CC1
→ 1.3, -5, 1, -1.1, 1, 4, 0, 2, -2
- C=CCn1c(CSCc2ccc(Cl)cc2Cl)nnc1SCC(=O)Nc1ccc(C(=O)O)cc1
→ -0.1, -5, 9, 5.4, 9, -15, -1, 4, -24
- O=[N+]([O-])c1ccc(-c2nn(-c3ccccc3)cc2/C=N/n2c(-c3ccncc3)n[nH]c2=S)cc1
→ -1.5, -2, 4, 0.1, 11, -20, 8, 5, -135
- Cc1ccc(CNC(=O)CSCc2cccc(F)c2)cc1
→ 0.2, -4, 4, -0.2, 3, -1, 1, -6, 12
- CN(CC(=O)O)S(=O)(=O)c1ccc2c(c1)NC(=O)CC(=O)N2
→ -1.0, -9, 4, -0.8, -1, 0, -9, 5, 7
- Cc1nn(-c2ccccc2)c(C)c1/C=N/n1cnnc1
→ 0.0, -3, -2, -0.4, 8, 5, -6, -10, -5
- O=C(N=Nc1c(O)[nH]c2ccccc12)Nc1ccccc1
→ 2.5, -1, 4, -0.3, -5, 12, -2, -7, -9
- Cc1ccc(Nc2nnc(SCC(=O)c3ccc(O)cc3O)s2)cc1
→ 2.3, -9, -1, -0.6, 4, 4, 3, 5, -70
- CC1(C)CC(=O)c2cnc(N3CCc4ccccc4C3)nc2C1
→ -0.1, -1, -10, -0.5, 3, 3, 16, -4, -2
- C=CCn1c(CSc2ccc(C)cc2)n[nH]c1=S
→ 1.1, 2, 2, -0.4, 7, 4, -3, -7, -8
- CC(Oc1ccccc1)C(=O)Nc1nc2c(s1)C(=O)CC(C)(C)C2 (stereo unspecified)
→ 2.6, 1, 10, 0.8, -3, 1, -1, -15, -14
- CCc1nnc(NC(=O)CCC(=O)N2CCN(c3cc(C)ccc3C)CC2)s1
→ -1.1, -11, 3, -0.9, 8, -9, -2, 6, 2
- COc1cccc(/C=N/NC(=O)c2c(-c3ccccc3)noc2C)c1
→ -0.2, 2, -4, -0.9, 7, 6, 2, -6, -10
- COc1cc(OC)cc(-c2nc3nc(C)c(CCC(=O)O)c(C)n3n2)c1
→ 0.7, 3, 5, -0.3, 0, 1, 0, -2, -2
- Cc1ccc(C)c(NCCC#N)c1
→ -0.8, -2, 1, -0.2, -16, 9, -8, 2, -3
- COc1cc(OC)nc(C(NC(=O)C2CCN(Cc3ccc(Oc4ccccc4)cc3)CC2)c2ccc(F)cc2)n1 (stereo unspecified)
→ 0.2, -2, -4, -0.2, -1, -12, 20, 0, 11
- CCCCn1c(CN2CCN(c3cccc(Cl)c3)CC2)nc2c1c(=O)[nH]c(=O)n2C
→ 1.3, -3, -7, -0.5, -198, 6, 24, -12, 3
- CCOC(=O)c1ccc(NC(=O)N2CC(C)OC(C)C2)cc1 (stereo unspecified)
→ -1.9, -1, -2, -0.7, 13, 5, -8, 9, 0
- CC(C)COc1nc2ccccc2c(=O)n1OCC(=O)O
→ -0.1, -2, 3, -0.4, -2, -2, -8, 5, -7
- C=Cc1ccc(C2=CC(=O)C[C@H](c3ccc(OC)cc3)C2)cc1
→ 0.8, -10, 5, -0.5, 14, -2, 26, -13, -17
- CCOC(=O)Cn1c2c(c(=N)c3ccccc31)CCC2
→ 1.3, -1, 4, 0.5, -7, 6, -3, 0, 0
- COc1cc2c(c(OC)c1OC)C(=O)CO2
→ 1.6, -3, -1, -0.2, 18*, -7, -5, 3, -2
- Cc1cc(F)ccc1S(=O)(=O)N1CCCOC1CNC(=O)C(=O)NC1CCCC1 (stereo unspecified)
→ 0.5, -2, 2, -0.4, 8, -11, -2, -5, 5
- COc1ccc(/C(C)=N/OCC(=O)N2CC3(C)CC2CC(C)(C)C3)cc1 (stereo unspecified)
→ 0.2, -2, 1, 0.4, -2, 0, 8, 4, -10
- CCCN1CCN(C(=O)Nc2ccc(OCC)cc2)CC1
→ -2.0, -4, 1, -0.3, 1, 5, -6, 3, -5
- Cc1ccc(S(=O)(=O)N2CCOCC2)cc1C(=O)Nc1cc(Cl)ccc1N1CCOCC1
→ 0.1, 0, 1, -0.2, -1, 1, 22, -3, -23
- COc1ccc(OCCCC(=O)Nc2cccc(C(C)=O)c2)cc1
→ 0.2, -2, -4, -0.3, -2, 7, -7, -11, -7
- COc1cc2c(cc1OC)CN(C(=O)/C=C/c1ccccc1[N+](=O)[O-])CC2
→ 0.3, -2, 2, 0.1, 1, 14, 6, 3, 5
- CS(=O)(=O)N1CCN(c2ccc(NC(=O)CSc3nnc(-c4ccco4)o3)cc2)CC1
→ -0.2, -4, -4, -1.2, 8, -7, -7, -9, -5
- CCOC(=O)N1CCN(Cc2nc3cc([N+](=O)[O-])ccc3n2CC)CC1
→ 2.4, -2, 4, 0.1, -1, 9, 5, -2, -2
- O=C(OCC(=O)N(C1CCCCC1)C1CCCCC1)c1cnccn1
→ -1.8, -3, 1, 0.1, -10, -10, -7, -2, -26
- Cc1cc(C)c(OCC(=O)OCC(=O)N(C)C2CCS(=O)(=O)C2)c(C)c1 (stereo unspecified)
→ 0.4, -3, 3, -0.5, 18, -1, -10, -1, 11
- COC(=O)[C@@]12C[C@@H](CC(=O)N3CCN(C(=O)c4ccco4)CC3)C(=O)N(CCc3ccc(OC)c(OC)c3)C1=CCC(C)(C)C2
→ -2.1, ., 0, -0.6, -1, -6, ., ., .
- COCCNC(=O)c1cc(OC)c(OC)cc1[N+](=O)[O-]
→ 0.7, -5, 2, -0.4, 8, -1, -9, -1, 0
- COC(=O)C1=C(C)NC(=O)C1(NS(=O)(=O)c1ccc(C)cc1)C(F)(F)F (stereo unspecified)
→ 0.0, -2, 2, -0.6, 4, 3, -7, 4, 11
- CCCn1c(N)c(C(=O)COC(=O)CNC(=O)c2ccc(C)c(C)c2)c(=O)n(C)c1=O
→ 0.6, -1, 0, -0.3, -5, 17, -3, -7, 9
- COC(=O)c1ccc(N)nc1
→ 2.5, -4, 0, 0.0, -8, 5, -4, -12, -5
- CCOC(=O)c1c(NC(=O)CSc2nc3ccccc3o2)sc(C(C)=O)c1C
→ 0.0, -4, -5, -0.3, -69, 6, 39, -9, -50
- Cc1c(C#N)c(SCC(N)=O)nc2c1CCCC2
→ 1.4, -2, -4, -0.4, 13, -17, 12, -10, 1
- CCNC(=O)NC(=O)CSc1nc2ccccc2n1CC(C)C
→ -1.0, -5, 1, -0.7, -5, 31, -4, -5, -13
- Cc1ccc(-c2nc3cc(C)c(Br)c(C)n3c2Cc2cccc(F)c2)cc1
→ 0.2, -4, -4, -0.2, 2, 6, 18, -5, 3
- CCOC(=O)CN(C(=O)CSc1nnc(C)n1-c1ccccc1)c1cccc([N+](=O)[O-])c1
→ -0.9, -2, 3, 0.4, 10, 14, 2, 3, -2
- CC(C)(C)c1ccc(OCCCC(=O)NC2=NCCS2)cc1
→ 0.5, -11, 6, -1.1, -10, -14, -28, -1, -4
- COc1ccc(NC(=O)CN2CCC(NC(=O)c3ccc(OC)cc3)CC2)cc1
→ 1.1, -7, 2, 0.6, 13, -7, 0, 17, 6
- CC1CC(C)CN(S(=O)(=O)N2CCC(C(=O)NCCC3=CCCCC3)CC2)C1 (stereo unspecified)
→ -0.8, -1, 0, 0.1, 4, -2, -4, -1, -7
- CCCCN(C)C(=O)C1CCN(Cc2cccnc2)CC1
→ -0.7, -2, 0, -0.1, -12, -10, -3, -2, -3
- O=C(C1=C[C@@H](c2ccc(C(F)(F)F)cc2)C[C@@H](OCCCCO)O1)N1CCN(Cc2ccc3c(c2)OCO3)CC1
→ ., -1, 3, -0.1, 1, -8, 30, 0, 9
- Cc1ccc(S(=O)(=O)Nc2nc3n(n2)C(c2ccc(Cl)cc2)CC(=O)N3)cc1 (stereo unspecified)
→ -0.3, 2, 1, 0.2, 10, -2, -4, 15, 4
- CC(=O)OCC1=C(C(=O)O)N2C(=O)C(NC(=O)c3ccc(COc4cccc(Cl)c4Cl)o3)C2SC1 (stereo unspecified)
→ -0.6, -2, 0, -0.3, -41, -7, 3, 9, 8
- Cc1ccc(/C=C/C2=NN(C)C(=O)CC2)cc1
→ 3.7, -11, -1, -1.2, 36*, 8, -6, -1, -5
- C/C=C/C(=O)Nc1nnc(C(C)C)s1
→ 0.2, -3, 0, -0.3, -3, 27, -6, -11, -6
- CCCN(CCC)CC(=O)Nc1cccc2c1OCO2
→ -0.4, -5, -3, -0.6, 4, -10, -4, -3, 5
- Cc1ccc2c(cnn2C(=O)CCC(=O)N2CCCCC2C)c1 (stereo unspecified)
→ 0.1, -1, 0, -0.4, 2, 4, 0, -9, 15
- COc1ccc(N(C(=O)c2cccnc2)S(=O)(=O)c2ccccc2)cc1
→ -0.2, -4, -4, -0.3, 24*, 9, -3, 1, 6

High-throughput results (PubChem)

No enrichment for hits; about 4% have a hit in one of these screens.
